Assay outcomes: PubChem, Johns Hopkins Ion Channel Center
RGS4 block – inhibitors of human RGS4; B-score at 10 µM; HEK293 M3R/RGS4 inducible, Fluo-4 calcium flux; stronger effect = higher value; triggered by carbachol at its EC20; P49798; 0.45% of 310,000 active;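 active = B-score, a plate-corrected calcium signal, over three deviations above library mean, with baseline fluorescence within five deviations of library mean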;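 also: RGS4 expression induced by doxycycline in cells with stable M3 receptor; B-score is computed from the integrated fluorescence ratio over baseline after carbachol; higher B-score means a larger calcium signal and so more RGS4 inhibition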
MrgX1 PAM – allosterically activates human MrgX1 receptor signaling; Q96LB2; MrgX1-HEK293, Fluo-4 calcium flux, FDSS; stronger effect = higher value; B-score at 10 µM; 0.63% of 310,000 active;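 active = plate-corrected calcium response at least 3 library SD above typical, normal starting fluorescence, not activating the receptor alone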;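 also: compound read alongside a low EC10 to EC30 dose of BAM8-22 agonist; peak minus trough fluorescence over baseline measured at the second addition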
KCNQ1 pot – potentiates or activates the human KCNQ1 potassium channel. P51787. CHO-K1 KCNQ1, thallium flux FluxOR fluorescence; stronger effect = higher value. B-score at 10 µM. 0.35% of 310,000 active;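 active = fluorescence ratio B-score, a plate-corrected score, at least three library SD, with initial intensity B-score within 5 SD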
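System: Stable KCNQ1 CHO-K1 line | Incubation: 90 min dye loading and 20 min compound exposure, both at room temperature | Measure: Ratio B score | Medium: Assay buffer for compound exposure, DMSO matched across wells | Compound dosing: Single-concentration screen | Probe or stimulus: K+/Tl+ depolarizing stimulus | Measured by: Kinetic FluxOR fluorescence, 10 s baseline plus 110 s post-stimulus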
TMEM16A inh – inhibitors of mouse TMEM16A calcium-activated chloride channel; 1.2% of 310,000 active; Q8BHY3; normalized B-score (activity score, 25-100; higher = stronger inhibition) at 10 µM; HEK293 TMEM16A/YFP iodide influx fluorescence, ionomycin;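 active = ratio plate-corrected score three or more library SD toward inhibition, starting fluorescence score within five deviations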;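 also: score derived from kinetic fluorescence span divided by baseline fluorescence per well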
Target sequence (Q8BHY3 whole entry, looked up): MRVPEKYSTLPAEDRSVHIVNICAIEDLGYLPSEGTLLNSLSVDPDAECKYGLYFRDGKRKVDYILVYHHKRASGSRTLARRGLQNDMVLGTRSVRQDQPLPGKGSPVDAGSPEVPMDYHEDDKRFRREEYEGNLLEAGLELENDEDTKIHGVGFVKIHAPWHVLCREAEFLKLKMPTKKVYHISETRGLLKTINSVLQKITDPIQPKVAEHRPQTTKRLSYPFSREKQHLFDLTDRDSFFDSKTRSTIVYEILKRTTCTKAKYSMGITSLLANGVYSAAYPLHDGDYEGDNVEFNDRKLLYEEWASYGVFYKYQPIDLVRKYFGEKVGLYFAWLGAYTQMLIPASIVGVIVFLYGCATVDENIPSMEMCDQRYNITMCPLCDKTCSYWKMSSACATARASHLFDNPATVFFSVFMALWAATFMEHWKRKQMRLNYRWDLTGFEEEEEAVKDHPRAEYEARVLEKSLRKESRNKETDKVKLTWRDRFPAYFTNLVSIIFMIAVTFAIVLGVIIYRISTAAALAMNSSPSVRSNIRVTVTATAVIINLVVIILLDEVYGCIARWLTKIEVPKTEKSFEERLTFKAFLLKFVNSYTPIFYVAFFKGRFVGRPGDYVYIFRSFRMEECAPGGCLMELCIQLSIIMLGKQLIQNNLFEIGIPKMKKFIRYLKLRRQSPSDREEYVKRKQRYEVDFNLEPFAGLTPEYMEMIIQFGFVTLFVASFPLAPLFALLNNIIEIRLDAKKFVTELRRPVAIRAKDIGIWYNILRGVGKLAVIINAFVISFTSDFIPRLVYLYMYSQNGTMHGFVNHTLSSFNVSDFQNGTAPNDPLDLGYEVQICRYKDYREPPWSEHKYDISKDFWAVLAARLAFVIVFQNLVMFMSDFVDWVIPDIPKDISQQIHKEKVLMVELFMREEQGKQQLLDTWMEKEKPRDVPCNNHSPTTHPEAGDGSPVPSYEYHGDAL
hERG protect – shields human hERG channel from block by proarrhythmic agents. Q12809. CHO-hERG, FluxOR thallium flux, dofetilide IC70 present. activation (rescue from dofetilide block), less the hit threshold, % at 10 µM. 0.51% of 310,000 active. AID 1511;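 active = activation above the mean of controls blocked by dofetilide plus 5 SD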;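 also: thallium influx through hERG after potassium depolarization seen as dye fluorescence rise; in these data hits start at about 4.7%; inactives centre near -7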
TMEM16A act – activates or potentiates the mouse TMEM16A chloride channel | Q8BHY3 | HEK293 TMEM16A/YFP-H148Q/I152L, iodide quench fluorescence; stronger effect = lower value | B-score at 10 µM | 0.3% of 340,000 active;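 active = fluorescence-ratio B-score plate-corrected deviation score at least 3 library SD below zero, with starting fluorescence score within 5 deviations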;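 also: channel opened by trigger with iodide after compound preincubation; score built on the fluorescence ratio of max minus min over baseline; more negative score means more quench and so TMEM16A activation or potentiation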
MrgX1 agonist – agonists of human MrgX1 receptor; MrgX1-HEK293 cells, Fluo-4 calcium fluorescence, agonist mode; stronger effect = higher value; 0.44% of 310,000 active; B-score at 10 µM; AID 588627;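 active = calcium response B-score plate-corrected fluorescence ratio at least 3 library SD, with starting fluorescence B-score inside 5 SD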
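Test system: Stable human MrgX1 HEK293 cell line | Schedule: Overnight plating before 1 h dye loading | Read-out basis: Baseline-normalised fluorescence change ratio, B-scored | Detection: Kinetic calcium dye fluorescence, Fluo-4 NW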
KCNK3 inh – human KCNK3 channel inhibition, primary screen; O14649; CHO-KCNK3 thallium flux, FluxOR fluorescence; stronger effect = lower value; B-score at 10 µM; 0.84% of 340,000 active; AID 602410;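 active = B-score under library mean minus 4 SD, starting fluorescence ratio at most library mean plus 5 SD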;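 also: more negative B-score means stronger inhibition of thallium flux through KCNK3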
KCNQ1 inh – inhibitors of human KCNQ1 potassium channel | P51787 | CHO-K1 KCNQ1, FluxOR thallium flux fluorescence; stronger effect = higher value | B-score at 10 µM | 1.3% of 310,000 active | AID 2642;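 active = compounds whose thallium flux B-score, printed positive for inhibition, exceeds three library SD while starting fluorescence stays within three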;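 also: channel opened by potassium depolarization with thallium stimulus after 20 min compound exposure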
RGS4 act – RGS4 potentiation or activation | B-score at 10 µM | HEK293 M3R/inducible RGS4, carbachol calcium flux Fluo4; stronger effect = lower value | 0.92% of 310,000 active;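 active = B-score of the integrated calcium signal more than 4 SD below the library mean, with starting fluorescence not abnormally high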;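 also: negative B-score means reduced calcium response which marks RGS4 activation or potentiation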
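Test system: HEK293 cells with stable M3R and inducible RGS4; also added: carbachol at ECmax as muscarinic agonist stimulus; schedule: dye loading 30 min 37 °C, buffer rest 30 min RT; technique: kinetic calcium fluorescence imaging with Fluo4-AM dye, 2 µM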
KCNK9 block – human KCNK9 channel inhibition | HEK293 KCNK9, FluxOR thallium flux fluorescence; stronger effect = lower value | Q9NPC2 | AID 488922 | 1.2% of 310,000 active | B-score at 10 µM;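 active = ratio B-score over 3 SD below the library mean, with starting fluorescence within 5 SD of its mean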;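 also: negative B-score means less thallium flux so channel inhibition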
Starred values were filed as active, the others as inactive; i = inactive. Compounds as they come; 6.3% or so of the library scored in one or more.

SMILES	RGS4 block	MrgX1 PAM	KCNQ1 pot	TMEM16A inh	hERG protect	TMEM16A act	MrgX1 agonist	KCNK3 inh	KCNQ1 inh	RGS4 act	KCNK9 block
Cc1ccc(S(=O)(=O)NCCNC(=O)c2nonc2N)cc1	i	i	i	i	-6.0	i	i	i	i	i	i
CC(=O)Oc1ccc(-c2cccc(C(=O)Oc3ccccc3)c2)cc1	i	i	i	i	-4.9	i	i	i	i	i	i
CCOC(=O)c1c(C)[nH]c(C(=O)COC(=O)c2oc3ccc(OC)cc3c2C)c1C	i	i	i	i	-5.6	i	i	i	i	i	i
N#Cc1cccc(C(=O)OCC(=O)N2CCCc3ccccc32)c1	i	i	i	i	-7.3	i	i	i	i	i	i
CC(=O)NCC(=O)N1CCC(n2nccc2NC(=O)CCCc2ccccc2)CC1	i	i	i	i	-4.9	i	i	i	i	i	i
Cc1nnc2n(c1=O)C(CS(=O)(=O)c1ccccc1)CS2 (configuration not stated)	i	i	i	i	-13.4	i	i	i	i	i	i
COC(=O)c1ccc(Oc2nc(Nc3ccccc3)nc(N(C)C)n2)cc1	i	i	i	i	-22.8	i	i	i	i	i	i
O=C1CC(NNc2nc3ccccc3s2)C(=O)N1c1ccc(F)cc1 (configuration not stated)	i	i	i	i	-5.3	i	i	i	i	i	i
Fc1ccc(OCc2nc3ccccc3s2)cc1	i	i	i	i	-13.0	i	i	i	i	i	i
CCN(CC)S(=O)(=O)c1ccc(C(=O)Nc2c3c(nn2C(C)(C)C)CS(=O)(=O)C3)cc1	i	i	i	i	-10.7	i	i	i	i	i	i
COCCCN(Cc1cccs1)S(=O)(=O)c1csc(C(N)=O)c1	i	i	i	i	-7.5	i	i	i	i	i	i
CN(C)CCNC(=O)C(=O)NCC1CCCN1S(=O)(=O)c1cccs1 (configuration not stated)	i	i	i	i	-10.8	i	i	i	i	i	i
CCOc1ccc(CNC(=O)CCC(=O)N2Cc3ccccc3Oc3ncccc32)cc1	i	i	i	i	-7.9	i	i	i	i	i	i
Cc1ccc(C(=O)CNc2ccc(C)c(Cl)c2)cc1	i	i	i	i	-4.7	i	i	i	i	i	i
O=C(NC1C2CC3CC(C2)CC1C3)c1ccc(N2CCNCC2)c([N+](=O)[O-])c1 (configuration not stated)	i	i	i	i	-10.0	i	i	i	i	i	i

Part of the list above in order of SMILES length, highest first.
SMILES	RGS4 block	MrgX1 PAM	KCNQ1 pot	TMEM16A inh	hERG protect	TMEM16A act	MrgX1 agonist	KCNK3 inh	KCNQ1 inh	RGS4 act	KCNK9 block
O=C(NC1C2CC3CC(C2)CC1C3)c1ccc(N2CCNCC2)c([N+](=O)[O-])c1 (configuration not stated)	i	i	i	i	-10.0	i	i	i	i	i	i
CCOc1ccc(CNC(=O)CCC(=O)N2Cc3ccccc3Oc3ncccc32)cc1	i	i	i	i	-7.9	i	i	i	i	i	i
CN(C)CCNC(=O)C(=O)NCC1CCCN1S(=O)(=O)c1cccs1 (configuration not stated)	i	i	i	i	-10.8	i	i	i	i	i	i

Going on with the list:
SMILES	RGS4 block	MrgX1 PAM	KCNQ1 pot	TMEM16A inh	hERG protect	TMEM16A act	MrgX1 agonist	KCNK3 inh	KCNQ1 inh	RGS4 act	KCNK9 block
O=C(COC(=O)CN1C(=O)COc2ccccc21)NCc1ccc(F)cc1	i	i	i	i	-9.0	i	i	i	i	i	i
Cc1ccc(C(=O)Nc2ccccc2C(=O)O)cc1S(=O)(=O)NCc1ccccc1	i	i	i	i	-7.1	i	i	i	i	i	i
Cc1cc(N)n(-c2ccc(S(=O)(=O)c3ccc(C(C)C)cc3)cc2)n1	i	i	i	i	-9.0	i	i	i	i	i	i
Cc1cc(-c2nc(C)c(-c3nnc(SCC(=O)Nc4ccccc4)n3C)s2)no1	i	i	i	i	-4.5	i	i	i	i	i	i
O=C1N=C(N2CCN(Cc3ccccc3)CC2)S/C1=C/c1cccs1	i	i	i	i	-4.3	i	i	i	i	i	i
COc1ccc(/C(C)=N/OCC(=O)Nc2nc3ccccc3s2)cc1OC	i	i	i	i	-3.5	i	i	i	i	i	i
COC(=O)CCCCCCCC(=O)Nc1nnc(C(F)(F)F)s1	i	i	i	i	-6.2	i	i	i	i	i	i
CCOc1ccc(N2C(=O)NC(Cc3c[nH]c4ccccc34)C2=O)cc1 (configuration not stated)	i	i	i	i	-11.4	i	i	i	i	i	i
CSc1nc2ccc(NC(=O)c3ccc(F)c(F)c3)cc2s1	i	i	i	i	-4.7	i	i	i	i	i	i
CCCc1nn2c(=O)c(C(c3cccc(Cl)c3)c3c(O)nc4sc(CCC)nn4c3=O)c(O)nc2s1	i	i	i	i	6.1*	i	i	i	i	i	i
CCc1ccc2nc(SCC(=O)Nc3nnc(C)s3)c(C)cc2c1	i	i	i	i	-3.2	i	i	i	i	i	i
COc1ccc(OCc2cc(C(=O)N3CCC(c4ccccc4)CC3)no2)c(Cl)c1	i	i	i	i	-4.8	i	i	i	i	i	i
Cc1ccc2nc(CCc3nc4ccc(C)cc4o3)oc2c1	i	i	i	i	-11.3	i	i	i	i	i	i
COc1ccc(NC(=O)CSc2nnc(Cc3cccn3C)n2-c2ccc(F)cc2)cc1OC	i	i	i	i	-11.5	i	i	i	i	i	i
O=C(O)C1C2CCC(C2)C1C(=O)Nc1cc(F)ccc1F (configuration not stated)	i	i	i	i	3.0	i	i	i	i	i	i
CCN(CC)CC(=O)Nc1ccc(/C(C)=N/NC2=NCCN2)cc1	i	i	i	i	-5.2	i	i	i	i	i	i
O=C(c1ccc2c(=O)n3c(nc2c1)CCCCC3)N1CCN(c2ccc([N+](=O)[O-])cc2)CC1	i	i	i	i	-8.8	i	i	i	i	i	i
COc1ccc(-n2c(=O)cc(N3CCOCC3)[nH]c2=O)cc1	i	i	i	i	-3.5	i	i	i	i	i	i
Cc1cc(C)cc(OCC(=O)OCC(=O)NC2CCCCCCC2)c1	i	i	i	i	-8.5	i	i	i	i	i	i
CCc1ccc(/C=N/n2c(C)cc(C)c(C#N)c2=O)cc1	i	i	i	i	-8.8	i	i	i	i	i	i
O=C(O)/C=C\C(=O)Nc1ccccc1N1CCN(c2ccccc2)CC1	i	i	i	i	-7.1	i	i	i	i	i	i
COCc1ccc(CN2CCCC(C(=O)Nc3ccc(-c4cccc(OC)c4)cc3)C2)o1 (configuration not stated)	i	i	i	i	-17.0	i	i	i	i	i	i
O=C(CC1C(=O)NCCN1Cc1c(F)cccc1Cl)NCCCN1CCCC1=O (configuration not stated)	i	i	i	i	-4.9	i	i	i	i	i	i
CC1=C(C(=O)OC2CCCCCCC2)C(c2cc3c(cc2Br)OCO3)CC(=O)N1 (configuration not stated)	i	i	i	i	-9.4	i	i	i	i	i	i
O=C(O)CSC(=S)N1CCCCC1	i	i	i	i	-2.3	i	i	i	i	i	i
CCOC(=O)CN1C(=O)/C(=C/c2ccccc2Br)Oc2ccccc21	i	i	i	i	-4.5	i	i	i	i	i	i
Cn1c(=O)[nH]c(Nc2ccc(F)cc2)c([N+](=O)[O-])c1=O	i	i	i	i	-9.1	i	i	i	i	i	i
COc1cc(C(=O)OCC(=O)NC(C)CCc2ccccc2)cc(OC)c1OC (configuration not stated)	i	i	i	i	-7.3	i	i	i	i	i	i
COc1cccc(OC)c1OCCCOc1ccc([N+](=O)[O-])cc1Cl	i	i	i	100*	-7.4	i	i	i	i	i	i
COc1cc(S(=O)(=O)Nc2cccc3cn[nH]c23)c(OC)cc1Cl	i	i	i	i	-11.1	i	i	i	i	i	i
COc1cc2nc(C3CCC3)n(N)c(=O)c2cc1OC	i	i	i	i	-11.0	i	i	i	i	i	i
CC(=O)N[C@H]1[C@H](OC2CCCCC2)O[C@H](COC(C)=O)[C@@H](OC(C)=O)[C@@H]1OC(C)=O	i	i	8*	i	-1.8	i	i	i	i	i	i
CCOc1nc2cnccc2n(CC(=O)Nc2c(F)c(F)cc(F)c2F)c1=O	i	i	i	i	-3.2	i	i	i	i	i	i
CC1CCCN(C(=O)COC(=O)c2cc(-c3cccs3)nn2-c2ccccc2)C1 (configuration not stated)	i	i	i	i	-8.8	i	i	i	i	-10.2*	i
COc1ccccc1OCCCn1c(=O)oc2ccc(C)cc21	i	i	i	i	-10.8	i	i	i	i	i	i
COc1cc(NC(=O)CSc2nnc3c(C)cc4cc(C)cc(C)c4n23)c(C(=O)O)cc1OC	i	i	i	i	-4.3	i	i	i	i	i	i
O=C(CCNC(=O)c1ccccc1)OCC(=O)c1ccccc1	i	i	i	i	-9.3	i	i	i	i	i	i
COC(=O)c1cc(CSC(=N)N)ccc1OCCC(C)C	i	i	i	i	-9.5	i	37.4*	i	i	i	i
O=C(C(=O)N1CCc2ccccc2C1)c1cn(CC(=O)N2CCCCC2)c2ccccc12	i	i	i	i	-7.0	i	i	i	i	i	i
COc1cc(NC(=O)CN(C)Cc2ccc(OC(F)F)cc2)c(C)cc1[N+](=O)[O-]	i	i	i	i	-5.3	i	i	i	i	i	i
CC(=O)N1CCN(S(=O)(=O)c2ccc(S(=O)(=O)NCC(C)C)cc2)CC1	i	i	i	i	-4.2	i	i	i	i	i	i
COc1ccc(N(C)C(=O)Nc2ccc3c(c2)nnn3C)cc1	i	i	i	i	-5.5	i	i	i	i	i	i
CCOc1ccc(S(=O)(=O)NCCCn2ccnc2)cc1NC(C)=O	i	i	i	i	-7.3	i	i	i	i	i	i
Cc1ccc(-c2nc(C#N)c(NCC3CCCO3)o2)cc1 (configuration not stated)	i	i	i	i	-15.5	i	i	i	i	i	i
Cc1nc(=O)c(-c2ccccc2)c(C)n1-c1cccc(C(=O)O)c1	i	i	i	i	-2.1	i	i	i	i	i	i
CN1CCN(c2ccc(S(=O)(=O)Nc3ccccc3)cc2[N+](=O)[O-])CC1	i	i	i	i	-6.5	i	i	i	i	-8.35*	i
C[N+]1(C)CC2=Cc3ccccc3CC2C1 (configuration not stated)	i	i	i	i	-6.0	i	i	i	i	i	i
CCN(CC)C(=O)C(C)N(C#N)c1nc(SC)nc(N(C)C)n1 (configuration not stated)	i	i	i	i	-7.0	i	i	i	i	i	i
CCC(CC)c1nnc(NC(=O)c2ccc3ccccc3n2)s1	i	i	i	i	-4.0	i	i	i	i	i	i
